Pol beta inh: DNA polymerase beta (human) inhibition; P06746; Pol beta primer extension/strand displacement, fluorescence kinetic; Potency, µM (doses to about 114 µM), for inactives: at the top dose activity change, negative = inhibition, usual class: inhibitors; 1.3% of 340,000 active; also: potency is read from the fitted curve at half-maximal effect; % is scaled to controls: 0 for no effect and ±100 for the full control effect
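Enzyme-only controls used 10 nM Pol beta; buffer lacking enzyme served as negative control. Compound preincubated 15 min, then 50 nM substrate added; 0 and 10 min reads at room temperature.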
PGK inhibitor: inhibitors of T. brucei phosphoglycerate kinase; P07378; 0.043% of 380,000 active; Potency, µM (top dose mostly 57.5 µM), without a hit: at the highest dose activity change, negative = inhibition, most hits filed as inhibitors; AID 602233; PGK/GAPDH coupled, Kinase-Glo luminescence, 60 min; also: potency is read from the fitted curve at half-maximal effect; % is scaled to controls: 0 for no effect and ±100 for the full control effect; nearly all actives have a fitted effect of over 60% in size
Target sequence (P07378 whole entry, looked up): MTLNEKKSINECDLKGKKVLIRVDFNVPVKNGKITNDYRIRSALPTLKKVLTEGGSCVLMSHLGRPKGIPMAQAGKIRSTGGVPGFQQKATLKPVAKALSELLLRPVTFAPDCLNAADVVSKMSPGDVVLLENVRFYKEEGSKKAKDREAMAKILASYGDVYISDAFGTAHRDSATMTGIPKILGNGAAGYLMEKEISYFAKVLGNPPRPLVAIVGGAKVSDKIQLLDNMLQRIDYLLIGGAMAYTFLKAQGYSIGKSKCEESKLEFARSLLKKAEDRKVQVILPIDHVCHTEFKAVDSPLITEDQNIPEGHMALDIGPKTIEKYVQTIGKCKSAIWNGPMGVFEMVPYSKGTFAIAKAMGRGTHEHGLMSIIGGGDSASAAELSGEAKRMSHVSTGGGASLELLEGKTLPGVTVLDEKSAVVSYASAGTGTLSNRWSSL
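Luminescent ATP detection (Kinase-Glo Plus) follows a 60-minute room-temperature incubation, with wells lacking PGK as controls. Buffer: 100 mM TEA (pH 7.6), 5 mM MgCl2, 0.01% Tween-20. Coupling enzyme GAPDH (100 nM final) supplies unstable 1,3-BPG in-well.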
APEX1 inh: APE1 (human) endonuclease inhibition | P27695 | Potency, µM (series often up to 65.8 µM), without a hit: top-dose activity change, negative = inhibition, actives largely listed as inhibitors | AID 2517 | 0.35% of 350,000 active | recombinant APE1, TAMRA/BHQ-2 abasic DNA cleavage fluorescence;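 also: potency is read from the fitted curve at half-maximal effect; plate controls were vehicle for no effect and reference inhibitor for full effect; nearly all actives have a fitted effect of over 55% in size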
Target sequence (P27695 whole entry, looked up): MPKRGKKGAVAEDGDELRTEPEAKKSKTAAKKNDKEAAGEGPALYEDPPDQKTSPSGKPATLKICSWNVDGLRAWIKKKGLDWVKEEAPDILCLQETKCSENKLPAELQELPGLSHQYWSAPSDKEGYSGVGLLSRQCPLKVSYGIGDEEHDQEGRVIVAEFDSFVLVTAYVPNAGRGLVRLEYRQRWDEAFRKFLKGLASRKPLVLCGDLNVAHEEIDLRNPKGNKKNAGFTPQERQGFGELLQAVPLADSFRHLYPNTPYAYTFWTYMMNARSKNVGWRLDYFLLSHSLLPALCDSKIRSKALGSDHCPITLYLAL
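0.75 nM APE1 + cpd, 15 min RT; start w/ 50 nM TAMRA/BHQ-2 THF-abasic dsDNA; kinetic fluor 525/598 nm ×3 reads @60 s; Δ(read3−read1); normalized to DMSO and NSC13755 control wells.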
Apoferritin bind: binds horse apoferritin like a general anesthetic. apoferritin/1-aminoanthracene competitive binding, fluorescence. 0.074% of 350,000 active. Potency, µM (doses to about 77.5 µM), for inactives: at the top dose activity change, negative = displacement, hits mostly inhibitors; also: potency is read from the fitted curve at half-maximal effect; % is scaled to controls: 0 for no effect and ±100 for the full control effect; nearly all actives have a fitted effect of over 20% in size
Target sequence (P02791 2-175 limits assumed): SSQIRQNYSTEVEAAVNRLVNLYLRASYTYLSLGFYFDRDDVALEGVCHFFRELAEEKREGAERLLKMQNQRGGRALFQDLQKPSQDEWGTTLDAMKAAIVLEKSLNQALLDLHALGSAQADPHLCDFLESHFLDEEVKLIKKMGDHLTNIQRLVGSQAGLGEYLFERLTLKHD
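Concentration-response curves derived by four-parameter Hill fitting of normalized fluorescence, where compounds displaced 1-AMA from 10 uM horse apoferritin following a brief 10 min room-temperature incubation; propofol titration acted as positive control.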
POLK inh: blocks human DNA polymerase kappa activity. Q9UBT6. purified Pol kappa, fluorescent DNA synthesis assay, 10 min. Potency, µM (top dose mostly 107 µM), for the others: at the top dose activity, negative = inhibition, actives largely listed as inhibitors. 0.53% of 400,000 active; also: potency is read from the fitted curve at half-maximal effect; % is scaled to controls: 0 for no effect and ±100 for the full control effect
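Fluorescent qHTS in 1536-well format: enzyme (10 nM) and compound sat 15 min at room temperature before 50 nM substrate (final) was added. Signal taken at 0 and 10 min; no-enzyme buffer wells were negative controls.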
Pol eta inh: inhibitors of human DNA polymerase eta; Q9Y253; recombinant Pol eta, fluorescent DNA replication assay; Potency, µM (top dose mostly 114 µM), for inactives: at the top dose activity change, negative = inhibition, hits mostly inhibitors; 1.2% of 390,000 active; also: potency is read from the fitted curve at half-maximal effect; % is scaled to controls: 0 for no effect and ±100 for the full control effect
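Pol eta at 10 nM preincubated with compounds 15 min at room temperature; reaction started with fluorescent substrate (50 nM final) and read kinetically at 0 and 10 min.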
BLM helicase inh: blocks DNA unwinding by human BLM helicase | P54132 | recombinant BLM DNA unwinding, fluorescence dequenching | Potency, µM (doses to about 56.1 µM), without a hit: at the top dose activity change, negative = inhibition, actives largely listed as inhibitors | 0.2% of 350,000 active;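 also: potency is read from the fitted curve at half-maximal effect; plate controls were vehicle for no effect and no enzyme for full effect; nearly all actives have a fitted effect of over 35% in size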
Pol iota inh: DNA polymerase iota (human) inhibition. Q9UNA4. Pol iota fluorescent replication assay, 10 min. Potency, µM (doses to about 115 µM), without a hit: at the top dose activity, negative = inhibition, usual class: inhibitors. 1% of 390,000 active; also: potency is read from the fitted curve at half-maximal effect
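Pol iota at 10 nM preincubated 15 min with compounds at room temperature; reaction started with fluorescent substrate, 50 nM final. Fluorescence read kinetically at 0 and 10 min; buffer-only wells as negative control.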
RXFP1 antag: blocks the human relaxin receptor RXFP1. AID 1259400. 0.59% of 350,000 active. Q9HBX9. activity change, negative = inhibition, % at 57.5 µM. HEK293-RXFP1, relaxin-stimulated cAMP HTRF, 30 min; hits give low values;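 active = activity change of -60% or lower, but not beyond a set lower limit; inconclusive = change between -60% and -40%, or beyond the set limit; inactive = change above -40%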; also: % is scaled to controls: 0 for no effect and ±100 for the full control effect
The depositor's hits bear a star; i = inactive; ? = inconclusive; . = not tested or not shown; [ ] = dose if it differs, or a comment. Unless noted, calls follow the shape of the dose curve; as a rule, active = well fitted curve in the direction sought with a large enough effect; inconclusive = small, poorly fitted or top-dose-only effect, or another doubt; inactive = no such curve, though single readings can be large; an effect the other way counts as inactive or inconclusive.

SMILES	Pol beta inh	PGK inhibitor	APEX1 inh	Apoferritin bind	POLK inh	Pol eta inh	BLM helicase inh	Pol iota inh	RXFP1 antag
CC(NC(=O)C1=CC=CN2CCS(=O)(=O)N=C12)c1ccc(Cl)c(Cl)c1 (stereo not drawn)	.	i	9.8%	.	0.4%	-21.3%	.	21.8%	4.0
CCOc1cccc2c1OC1(C)CC2NC(=O)N1c1cccc(Cl)c1 (stereo not drawn)	15.6%	-4.6%	-2.4%	?	-11.7%	-26.1%	4.7%	18.8%	0.9
COc1ccc(OCC(=O)NCC(c2ccc(OC)cc2)N2CCOCC2)cc1 (stereo not drawn)	7.9%	i	.	-2.0%	-8.6%	-13.0%	-2.1%	32.8%[activator]	-3.4
C/C(=N\OC(=O)c1ccc(F)cc1)c1sc(-c2ccc(Cl)cc2)nc1C	.	-6.5%	.	.	3.3%	-18.8%	.	17.6%	-1.8
C[C@@H]1CN([C@H](C)CO)C(=O)c2cc(NC(=O)c3ccncc3)ccc2O[C@@H]1CN(C)C(=O)Nc1ccccc1	.	-1.9%	2.9%	.	-2.3%	-2.6%	.	?	.
O=C(N1CCOCC1)C12CC3CC(C1)CC(C(=O)N1CCOCC1)(C3)C2	16.2%	-5.6%	-7.5%	-3.1%	0.0%	-11.9%	1.9%	-1.9%	-7.3
CCC(C(=O)Nc1ccc(C)c(C)c1)n1c(=O)c(C(F)(F)F)nc2ccccc21 (stereo not drawn)	7.6%	-7.9%	.	-12.2%	0.7%	?	1.7%	12.7%	.
O=C(CNC(=O)c1ccccc1Cl)NC1CCN(Cc2ccccc2)CC1	-8.1%	2.5%	25.1%	-1.0%	3.2%	-4.5%	-2.2%	6.1%	6.9
O=C(COc1ccc(Br)cc1Cl)c1ccc[nH]1	?	1.7%	0.0%	?	-25.8%	-7.2%	-16.0%	52.0%[activator]	-10.4
O=C(CCNS(=O)(=O)c1ccccc1)N1CCOCC1	52.2%	i	1.8%	-3.3%	13.6%	-9.6%	1.6%	10.0%	-10.5
CCOc1cc(/C=N/Nc2nc(=O)[nH]nc2C)ccc1O	5.0%	-6.8%	-4.5%	-16.4%	-0.9%	-7.5%	-14.6%	4.7%	-7.2
C=CCOc1ccc(/C=C2\N=C(C)OC2=O)cc1OC	-3.3%	1.6%	1.7%	2.1%	-5.4%	5.9%	0.8%	82.6%[activator]	-3.6
Cn1c(=O)c2c(nc(SCC(=O)NCc3ccc4c(c3)OCO4)n2Cc2ccc(F)cc2)n(C)c1=O	?	-7.3%	0.8%	4.8%	-21.8%	?	-7.7%	6.7%	2.5
CS(=O)(=O)Oc1ccc(Br)cc1/C=C1/N=C(c2ccco2)OC1=O	1.7%	-6.2%	2.5%	6.3%	-9.5%	-15.9%	1.6%	-11.9%	-6.3
COc1ccc(-c2cc(N)n(S(=O)(=O)c3ccc(F)cc3)n2)cc1OC	2.0%	-9.3%	-2.3%	-8.0%	2.0%	-15.6%	-6.5%	14.0%	.
Cc1ccc2c(CC(=O)OC(C)C(=O)Nc3ncc(Cl)cc3Cl)coc2c1 (stereo not drawn)	?	i	-9.3%	?	-1.5%	-16.9%	-2.6%	-24.7%	.
COC(=O)C1=C(C(=O)OC)[C@@H]2N(C)c3ccccc3[C@@]23C[C@@H](CO)N(C(=O)C2CCC2)C3=N1	.	i	7.5%[12.4 µM]	.	5.5%	-15.3%	3.7%[12.4 µM]	23.3%	.
COc1ccc(-n2ncc3c(N4CCCc5ccccc54)ncnc32)cc1	7.0%	-2.6%	-3.4%	-4.5%	-2.3%	-12.3%	-3.0%	3.6%	-13.8
CCCn1nc(NC(C)=O)c2cc3cccc(C)c3nc21	-0.5%	.	59.3%[activator]	53.9%[activator]	-1.6%	-6.8%	-7.2%	-1.5%	-0.3
CN(C)Cc1cc(C(C)(C)C)c(O)c(C(C)(C)C)c1	35.7%	2.7%	-10.6%	-16.7%	-7.6%	-15.5%	-1.6%	?	9.3
O=C(Nc1cccnc1)c1cc(-c2ccccc2)on1	-0.1%	1.1%	9.6%	-3.5%	-3.3%	-9.3%	1.6%	8.3%	8.7
Cc1cc2cc(C)c3nnc(SCC(=O)N4CCc5ccccc54)n3c2cc1C	11.5%	.	-3.7%	-10.9%	.	.	-7.8%	.	.
COc1ccc(NC(=O)CN(C)C(=O)C2CCCO2)cc1 (stereo not drawn)	.	i	10.4%	.	-6.8%	-6.2%	.	23.3%	2.2
CCn1ccc2cc(S(=O)(=O)N3CCCN(C(=O)Nc4ccc(C)cc4Cl)CC3)ccc21	5.4%	-7.2%	.	-4.1%	-5.0%[60.1 µM]	-12.1%	-4.7%	14.5%	.
Nc1c(C(=O)Nc2cccc(C(F)(F)F)c2)c2ccccn2c1C(=O)c1ccccc1	48.6%	.	.	1.7%	4.5%	.	0.5%	-7.8%	1.2
(cont.)
SMILES	Pol beta inh	PGK inhibitor	APEX1 inh	Apoferritin bind	POLK inh	Pol eta inh	BLM helicase inh	Pol iota inh	RXFP1 antag
Cc1ccc(C)c(S(=O)(=O)NCC(=O)OCC(=O)Nc2sccc2C(N)=O)c1	.	5.3%	-4.6%	.	-2.6%	-2.9%	.	6.5%	-15.1
COc1ccc(Cn2c(=O)[nH]c3cc(C(=O)NCCCN4CCCC4)ccc3c2=O)cc1	17.7%	-0.4%	1.0%	-20.3%	-3.8%	-2.0%	-1.2%	14.5%	-9.1
CC1CCCCN1C(=O)C1CCN(c2nc(-c3ccccc3)nc3c2CCC3)CC1 (stereo not drawn)	-14.5%	7.5%	27.9%	-3.8%	-4.3%	-6.1%	-4.9%	-0.2%	1.9
COC(=O)C1=C(C(=O)OC)[C@]2([C@@H]3CCCCN[C@@H](Cc4ccccc4)C(=O)N3Cc3ccccc3)C=C[C@H]1O2	.	-4.6%	.	.	-1.3%	-16.3%	.	-8.4%	.
Cc1cccc(C)c1OCCCCn1c(C2CC(=O)N(c3ccc(F)cc3)C2)nc2ccccc21 (stereo not drawn)	5.8%	6.8%	.	186.0%[activator]	-22.1%	-22.3%	-15.1%	?	.
O=c1cc(-c2nn[nH]n2)[nH]c(=O)[nH]1	.	-10.0%	.	.	-4.0%	-10.1%	.	-8.1%	4.2
Cc1nn(Cc2ccc(F)cc2)c(Cl)c1/C=N/NC(=O)c1ccccc1	-3.9%	-4.8%	-0.4%	-9.2%	-4.4%	-17.8%	-2.5%	45.0%[activator]	-15.8
Cc1cc2nc3c(c(=O)n2[nH]1)CCCC3	-5.1%	-4.8%	3.9%	7.5%	3.1%	-15.2%	-12.7%	-3.4%	-14.8
O=C(COc1ccccc1)Nc1ccc(N2CCCCC2)cc1	.	-0.9%	4.8%	.	8.9%	-3.5%	.	15.4%	-5.7
CCn1c(=N)n(CC(O)COc2cccc(C)c2)c2ccccc21 (stereo not drawn)	-27.9%	-1.4%	7.2%	1.0%	-0.2%	-13.1%	4.1%	12.4%	13.9
O=C(O)CCCNc1c(C(=O)Nc2ccc(Cl)cc2)cc([N+](=O)[O-])cc1[N+](=O)[O-]	14.5%	8.0%	4.9%	-16.7%	-4.5%	-15.2%	-0.5%	-4.2%	-28.9
COc1ccc(-c2cn3cccnc3n2)cc1NC(=O)Nc1ccc(Cl)cc1	-1.7%	0.1%	.	43.8%[activator]	-9.1%[60.1 µM]	6.0%	-4.5%	2.5%	-6.5
COc1ccc(NC(=O)c2ccc(C(=O)c3ccccc3)o2)cc1	2.5%	0.1%	3.9%	-9.0%	-1.3%	3.7%	-5.6%	9.5%	-1.9
CCCc1cc(C(=O)N2CCCC(C(=O)c3cccc4ccccc34)C2)n(C)n1 (stereo not drawn)	36.6%	-2.0%	5.1%	-14.2%	-3.0%	-21.3%	-3.3%	51.2%[activator]	-13.8
CC1CCc2ccccc2N1CC(=O)Nc1cccc(S(=O)(=O)N2CCCC2)c1 (stereo not drawn)	.	i	17.5%	.	-6.3%	-17.1%	.	5.1%	-4.2
COc1cccc(N2CCN(CC(=O)NC3=Nc4ccccc4N=C(C)C3c3ccccc3)CC2)c1 (stereo not drawn)	?	-8.2%	-4.8%	4.0%	-9.3%	-15.9%	-8.3%	-29.5%	-12.8
CC(C)Cc1ccc(C(C)NC(=O)c2ccc(=O)[nH]c2)cc1 (stereo not drawn)	0.4%	i	-6.7%	-16.3%	-4.5%	-15.6%	-0.9%	51.7%[activator]	-10.0
Cc1cc(=O)oc2c3c(cc(OCC(=O)NCc4ccncc4)c12)OC(C)(C)CC3	-2.9%	-1.0%	18.4%	0.9%	-2.4%	-14.8%	6.9%	-0.4%	14.1
COc1ccccc1N(C(=O)Cn1nnc(-c2ccc(C)o2)n1)C(C(=O)NC1CCCC1)c1ccncc1 (stereo not drawn)	-0.5%	4.5%	9.6%	-12.9%	-3.4%	-0.2%	-9.6%	5.7%	-12.1
CC1=NN(C(=O)c2ccoc2C)C(O)(C(F)(F)F)C1 (stereo not drawn)	-7.3%	-2.7%	-2.2%	-5.7%	0.3%	-9.4%	-2.1%	62.9%[activator]	-5.8
COc1ccc(NC(=O)c2cc(-c3ccc4c(c3)OCO4)on2)cc1	4.1%	-4.2%	0.6%	2.2%	-24.1%	-2.9%	0.3%	20.7%	5.0
Cc1ccc(S(=O)(=O)Nc2cc(-c3ccccc3)nn2C)cc1	3.6%	i	?	-8.5%	-15.2%	-6.2%	-2.0%	23.3%	-28.0
Cc1cc(C)c(C2=Nn3c(C)nnc3SC2C)cc1C (stereo not drawn)	39.2%	-5.6%	0.4%	7.1%	7.8%	-5.6%	-0.5%	23.6%	-5.8
CCc1ccccc1NC(=O)CNC(=O)c1ccc(-n2cncn2)c([N+](=O)[O-])c1	.	i	13.9%	.	-0.2%	2.1%	.	19.4%	-4.9
COc1ccc(OC)c(CNC(=O)Cc2c(C(=O)O)[nH]c3ccccc23)c1	31.0%	-4.8%	7.2%	-3.8%	-8.4%	-9.1%	2.8%	18.2%	7.1
CC(C)(C)c1ccc(OCC(=O)Nc2cccc(S(=O)(=O)NC3=NCCCCC3)c2)cc1	.	9.0%	1.3%	.	-3.1%	-9.2%	.	14.5%	-10.9

Screens: PubChem, National Center for Advancing Translational Sciences (NCATS)

An excerpt; count on the stated rates, not on these rows.
